Screening data deposited in PubChem by several laboratories.
BAP1 inh: human BAP1 deubiquitinase inhibition; Q92560; recombinant BAP1, Ub-AMC hydrolysis fluorescence kinetic; hits give low values; activity remaining (% of control), % at 20 µM; actives 0.48% (n = 72,000); AID 436;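 active = activity remaining at or below 50% of control, provided the compound also passes the data quality filters; inactive = the rest, including low values that fail the filters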;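 note: 100% = DMSO wells rate and 0% = substrate alone blank rate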
Target sequence (Q92560 whole entry, looked up): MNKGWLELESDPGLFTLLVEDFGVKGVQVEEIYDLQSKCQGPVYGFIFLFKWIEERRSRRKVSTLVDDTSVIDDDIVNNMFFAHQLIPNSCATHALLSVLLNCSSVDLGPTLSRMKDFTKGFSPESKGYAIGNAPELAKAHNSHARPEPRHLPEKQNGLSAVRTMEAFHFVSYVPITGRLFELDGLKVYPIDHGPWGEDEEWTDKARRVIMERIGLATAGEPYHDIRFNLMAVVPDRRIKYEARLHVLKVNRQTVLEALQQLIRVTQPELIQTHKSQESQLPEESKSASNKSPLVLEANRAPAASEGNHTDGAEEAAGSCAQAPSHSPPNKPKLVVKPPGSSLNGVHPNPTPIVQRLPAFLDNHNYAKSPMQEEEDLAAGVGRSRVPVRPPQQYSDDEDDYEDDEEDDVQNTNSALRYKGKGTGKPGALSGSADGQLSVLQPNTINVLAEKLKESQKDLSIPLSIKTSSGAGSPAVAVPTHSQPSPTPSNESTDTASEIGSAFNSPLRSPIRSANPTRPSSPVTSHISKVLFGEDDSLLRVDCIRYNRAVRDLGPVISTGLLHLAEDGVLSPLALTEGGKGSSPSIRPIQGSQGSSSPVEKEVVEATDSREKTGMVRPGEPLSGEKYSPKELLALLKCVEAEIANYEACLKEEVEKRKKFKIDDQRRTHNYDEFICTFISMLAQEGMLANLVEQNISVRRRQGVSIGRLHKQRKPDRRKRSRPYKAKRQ
HePTP inhibitor: inhibitors of human HePTP phosphatase | actives 0.64% (n = 110,000) | inhibition, % at 20 µM | P35236 | AID 521 | recombinant HePTP phosphatase activity, OD absorbance; in the data active = inhibition above about 50%;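 note: plate controls were vehicle for no effect and reference inhibitor for full effect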
Target sequence (P35236 whole entry, looked up): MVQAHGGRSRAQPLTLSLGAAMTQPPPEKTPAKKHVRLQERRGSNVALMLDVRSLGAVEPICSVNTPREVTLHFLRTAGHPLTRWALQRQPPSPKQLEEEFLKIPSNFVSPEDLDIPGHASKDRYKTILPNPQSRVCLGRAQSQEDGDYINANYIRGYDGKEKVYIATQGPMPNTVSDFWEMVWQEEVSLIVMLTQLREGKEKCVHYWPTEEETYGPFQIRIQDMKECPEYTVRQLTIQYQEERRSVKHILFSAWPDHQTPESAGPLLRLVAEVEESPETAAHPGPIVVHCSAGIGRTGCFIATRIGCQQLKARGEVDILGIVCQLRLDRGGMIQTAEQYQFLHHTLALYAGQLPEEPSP
* hit, by the source's call; . = not tested or not shown; & = joins results of further samples. Not a hit list. About 0.83% of those tested had a hit in this group.

entry	BAP1 inh	HePTP inhibitor	mol
1	.	4.4	C=CCN1C(=O)C(Cc2ccc(OC)cc2)S/C1=N\N=C\c1cccs1 (stereo not drawn)
2	.	-1.3	COc1ccc(NS(=O)(=O)c2ccc(F)cc2)cc1OC
3	.	1.1	CC(C)Oc1ccc(CN(C)C)cc1CN(C)C
4	96.8	0.5	Cc1ccc(SCc2cc(=O)[nH]c(N3CCCCC3)n2)cc1
5	.	7.2	CC(C)COc1ccc(/C=C2\SC(=S)NC2=O)cc1
6	.	9.5	O=C1NC(=O)N(c2cccc(Br)c2)C(=O)/C1=C/c1cccc([N+](=O)[O-])c1
7	106.6	3.7	O=C(NC(Cc1c[nH]c2ccccc12)C(=O)O)c1ccccc1 (stereo not drawn)
8	211.6	9.1	CCCn1cnc2c(c1=O)c1nc3ccccc3nc1n2CCC1=CCCCC1
9	98.0	5.0	N=c1c[n+](-c2ccc(Cl)cc2)[n-]o1
10	93.7	-4.8	CC(=O)c1ccc(NC(=O)Nc2ncn(Cc3cccc(C)c3)n2)cc1
11	104.2	11.8	CCCC(=O)Nc1nn(C)c2nc3c(C)cccc3cc12
12	.	6.4	FC(F)(F)c1cc(-c2ccccc2)nc(N2CCCCC2)n1
13	.	0.1	Nc1ccc2c(c1)C(=O)N(c1ccccc1)C2=O
14	53.0	2.6	CCOc1ccc(C(C)(C)C)cc1S(=O)(=O)N1CCOCC1
15	.	4.2	O=C1CCCN1CP(=O)(O)CN1CCCC1=O
16	.	26.2	N#C/C(=C/c1ccc(OCC(=O)O)cc1)C(=O)Nc1cccc(Br)c1
17	118.9	8.7	COCCNC(=O)Cn1cnc2ccc(S(=O)(=O)N3CCC(C)CC3)cc2c1=O
18	.	6.8	CC1(C)CC(=O)C2=C(C1)N=C1c3ccccc3C(=O)C1C2c1ccc(Br)cc1 (stereo not drawn)
19	91.3	-9.0	O=C1CCC(=O)N1c1ccc(CSc2nnnn2C2CCCCC2)cc1
20	119.4	-1.9	CC(=O)c1c(C(C)=O)c(C)n(NC(=O)c2cccnc2)c1C

Next part, starting with the last 5 of the part before.
entry	BAP1 inh	HePTP inhibitor	mol
16	.	26.2	N#C/C(=C/c1ccc(OCC(=O)O)cc1)C(=O)Nc1cccc(Br)c1
17	118.9	8.7	COCCNC(=O)Cn1cnc2ccc(S(=O)(=O)N3CCC(C)CC3)cc2c1=O
18	.	6.8	CC1(C)CC(=O)C2=C(C1)N=C1c3ccccc3C(=O)C1C2c1ccc(Br)cc1 (stereo not drawn)
19	91.3	-9.0	O=C1CCC(=O)N1c1ccc(CSc2nnnn2C2CCCCC2)cc1
20	119.4	-1.9	CC(=O)c1c(C(C)=O)c(C)n(NC(=O)c2cccnc2)c1C
21	.	-17.0	COCC(O)CSCc1ccccc1 (stereo not drawn)
22	.	1.1	O=C1C(=O)N(CCCn2ccnc2)C(c2cccc(F)c2)/C1=C(\O)c1ccc(Cl)cc1 (stereo not drawn)
23	121.8	-10.7	CCN(CC)CCCN1C(=O)C(O)=C(C(=O)c2ccco2)C1c1cc(OC)ccc1OC (stereo not drawn)
24	59.5	.	CCN(CC)S(=O)(=O)c1ccc(C(=O)Nc2nnc(-c3ccc(C)cc3)s2)cc1
25	.	-5.1	Cc1ccccc1OCC(=O)NNC(=O)c1ccccc1C
26	123.7	.	C=CCNC(=O)C(Cc1ccccc1)C(=O)OCC (stereo not drawn)
27	97.1	8.1	Cc1ccc2cc3cc(C(=O)N4CC(C)CC(C)C4)oc3nc2c1 (stereo not drawn)
28	.	-0.3	Cc1cc(=O)cc(C)n1-c1ccc(Cl)cc1
29	52.9	1.2	CCOC(=O)CCN(Cc1cccs1)S(=O)(=O)c1ccc(Cl)cc1
30	109.8	1.4	COc1ccc2[nH]cc(C(=O)CN3CCCCC3)c2c1
31	.	10.2	CN(C)NC(=O)C1CCC(C)(C(=O)O)C1(C)C (stereo not drawn)
32	.	0.0	Cc1cc(Cl)ccc1OCC(=O)Nc1ccc([N+](=O)[O-])cc1
33	96.5	9.6	Cc1ccc(C)n1-n1c(C)nc2scc(-c3cccs3)c2c1=O
34	72.1	-0.9	O=C(NCc1ccco1)C1OCCc2ccccc21 (stereo not drawn)
35	.	-0.9	COc1ccc(C2CC(=O)Nc3c2cc(Br)c2ccccc32)c(OC)c1 (stereo not drawn)
36	104.1	10.0	Cc1cc(N2CCN(c3nc4ccccc4s3)CC2)n2ncnc2n1
37	.	3.1	CCOC(=O)C1=C(C)N=c2s/c(=C\C=C\c3ccccc3)c(=O)n2C1c1cccc([N+](=O)[O-])c1 (stereo not drawn)
38	94.1	0.1	COc1ccc(NC(=O)C2CC(c3ccc(OC)c(OC)c3)=NO2)cc1OC (stereo not drawn)
39	99.1	-5.2&-1.8	O=C(NC12CCC(O)C(SC1)/C2=N/O)c1ccccc1 (stereo not drawn)
40	75.6	.	O=C1c2nccnc2C(=O)N1c1cccc2ccccc12

Structures from the list above that have an aryl thioether with sulfur outside any ring (two):
entry	BAP1 inh	HePTP inhibitor	mol
4	96.8	0.5	Cc1ccc(SCc2cc(=O)[nH]c(N3CCCCC3)n2)cc1
19	91.3	-9.0	O=C1CCC(=O)N1c1ccc(CSc2nnnn2C2CCCCC2)cc1

Back to the main list, repeating the 3 entries before the break.
entry	BAP1 inh	HePTP inhibitor	mol
38	94.1	0.1	COc1ccc(NC(=O)C2CC(c3ccc(OC)c(OC)c3)=NO2)cc1OC (stereo not drawn)
39	99.1	-5.2&-1.8	O=C(NC12CCC(O)C(SC1)/C2=N/O)c1ccccc1 (stereo not drawn)
40	75.6	.	O=C1c2nccnc2C(=O)N1c1cccc2ccccc12
41	87.8	2.5	Cc1cc2cc(CCNC(=O)CC(C)(C)C)c(=O)[nH]c2cc1C
42	.	-9.0	C=CCNC(=O)C1CC(=O)N(c2ccc(CC)cc2)C1 (stereo not drawn)
43	87.2	6.4	COc1cc(OC)c(C2C(C#N)=C(N)OC3=C2C(=O)CC(C)C3)cc1OC (stereo not drawn)
44	.	-12.7	Cc1c(NC(=O)c2ccc3c4c(cccc24)CC3)c(=O)n(-c2ccccc2)n1C
45	74.6	11.3	COc1ccc(S(=O)(=O)N2CCN(S(=O)(=O)c3ccc4c(c3)OCCO4)CC2)cc1C
46	.	7.7	COc1cc(C(=O)Nc2nccs2)c(Br)c(OC)c1OC
47	.	-9.8	COc1ccc(N(CC(O)CN(Cc2ccccc2)Cc2ccccc2)S(=O)(=O)c2ccc(C)cc2)cc1 (stereo not drawn)
48	94.4	6.0	CC1CCN(CCc2nc3cc(NC(=O)Nc4ccccc4)ccc3n2C)CC1
49	.	-2.8	CCOc1ccc(C(=O)Nc2cccc(C(C)=O)c2)cc1
50	.	-15.7	Cc1cc(Cl)ccc1OC(C)C(=O)NCCc1ccccc1 (stereo not drawn)
51	.	4.9	FC(F)(F)c1ccccc1/C=N\N1CCN(c2ccccc2)CC1
52	.	-1.9	COc1ccc(OC)c(C2=C/C(=C/c3ccc4c(c3)OCO4)C(=O)O2)c1
53	.	-14.2	O=C1C2C3C=CC(CC3)C2C(=O)N1c1ccc(Br)cc1[N+](=O)[O-] (stereo not drawn)
54	88.9	1.9	O=C(CN1CCN(c2nc(-c3ccc(Cl)cc3)cs2)CC1)NCc1ccco1
55	102.1	7.4	CC1(C)Cc2cccc(OCC(=O)N3CCN(S(=O)(=O)c4ccccc4F)CC3)c2O1
56	103.2	8.2	Cc1cccc2cc(CN(Cc3cccnc3)C(=O)c3ccncc3)c(=O)[nH]c12
57	.	-6.8	CCC(C)NC(=O)CN(c1ccc(Br)cc1)S(C)(=O)=O (stereo not drawn)
58	.	-7.2	FC(F)(F)c1cc(-c2ccccc2)nc2ncnn12
59	.	-2.1	Cc1cccc(OCc2nc3cc(Cl)ccc3c(=O)o2)c1
60	.	10.2	CC(NC(=O)C(=O)NCCN1CCN(C(=O)c2ccco2)CC1)c1ccccc1 (stereo not drawn)
61	.	-2.4	COc1ccccc1NC1=C(Cl)C(=O)N(c2cccc(C)c2)C1=O
62	102.8	4.0	O/N=C/c1cccn1-c1ccc(O)cc1
63	97.5	7.0	CCOc1ccc(OCCSc2nnnn2C2CCCCC2)cc1
64	.	93.7*	C/C(=N\N=C1\NC(=O)C(CC(=O)Nc2ccc(C(=O)O)cc2)S1)c1ccc([N+](=O)[O-])cc1 (stereo not drawn)
65	102.1	-3.6	CCN(CC)CCCNC(=O)c1cc2c(-c3ccc(Cl)cc3)nn(C)c2s1
66	92.3	11.4	OC(COc1ccc(OCc2ccccc2)cc1)CN1CCCCC1 (stereo not drawn)
67	.	6.0	O=C1NC(=S)S/C1=C\c1ccccc1C(=O)O
68	103.5	-6.3	O=C(NCCCn1ccnc1)c1cc(-c2cccs2)on1
69	97.1	3.3	CN(CP(=O)(O)CN(C)S(C)(=O)=O)S(C)(=O)=O
70	.	5.3	COc1cc(/C=C2\SC(=Nc3ccc(C)c(Cl)c3)NC2=O)cc(OC)c1OC
71	.	1.7	COc1cccc(OC)c1C(=O)NCc1ccccc1Cl
72	79.8	5.1	CN(C)c1ccc(NC(=O)CN2C(=O)CC(c3ccccc3)=Nc3ccccc32)cc1
73	100.5	6.3	CCOC(=O)CSc1nnc(-c2ccc(S(=O)(=O)N3CCOCC3)cc2)n1-c1ccccc1
74	57.4	-5.4	COC(=O)c1nnn(-c2nonc2N)c1CSCCO
75	89.6	10.1	Clc1ccc(C2CC(c3ccccc3)Nc3ncnn32)cc1 (stereo not drawn)
76	121.5	3.2	CC(=O)Oc1ccc(C(=O)O)cc1OC(C)=O
77	137.3	.	NCCc1c(-c2ccccc2)n(-c2ccccc2)c2ccccc12
78	101.5	7.9	CCOC(=O)c1cc(C)[nH]c(=S)c1C#N
79	.	-0.8	Cc1cccc(OCC(=O)Nc2cccc(Br)c2)c1C
80	.	4.6	Cc1cc(/C=N/NC(N)=S)c(C)n1-c1ccc(Br)cc1
81	93.8	.	CCCCCCCCCCCCCCCC(=O)NCCO
82	100.4	9.2	CC(=O)c1cccc(NC(=O)c2ccncc2)c1
83	.	5.7	Cc1ccc(S(=O)(=O)N2CC(=O)Nc3ccccc32)cc1
84	102.4	-6.6	CC1CN(C(=O)N[C@@H](Cc2ccccc2)C(=O)O)CC(C)O1 (stereo partly drawn)
85	.	12.8	COc1ccccc1N1CCN(/N=C\c2ccccn2)CC1
86	.	7.3	CCOC(=O)C1=C(C)N=c2s/c(=C/c3ccc(F)cc3)c(=O)n2C1c1cccc([N+](=O)[O-])c1 (stereo not drawn)
87	.	6.3	CCCCNc1ncnc2sc3c(c12)CCCC3
88	.	-8.5	Cc1ccc(NC(=O)C2CC(=O)N(c3cc(C)ccc3C)C2)cc1 (stereo not drawn)
89	.	7.2&9.5	CC(=O)Oc1ccc(-c2cccc(C(=O)O)c2)cc1
90	.	10.6	CCOC(=O)C1=C(c2ccccc2)N=c2s/c(=C\c3ccc(OCC(N)=O)cc3)c(=O)n2C1c1cc(OC)ccc1OC (stereo not drawn)
91	.	10.3	CC(C)CCNC(=O)COc1ccc2c3c(c(=O)oc2c1)CCC3
92	86.6	3.5	CCC(Sc1ccc2nnc(-c3cccnc3)n2n1)C(=O)O (stereo not drawn)
93	88.1	10.0	CCCCC(=O)Nc1cccc(-c2nnc(-c3ccccc3)o2)c1
94	.	9.9	Cc1cc(C=C2C(=O)NC(=O)NC2=O)c(-c2ccccc2)n1-c1ccccc1
95	109.2	8.3	O=C(c1cc(S(=O)(=O)N2CCOCC2)ccc1F)N1CCCc2ccccc21
96	.	2.0	N#C/C(=C\Nc1ccccc1)c1nc(-c2ccccc2)cs1
97	123.2	10.2	O=C(CSc1nnc(-c2ccncc2)n1C1CCCCC1)Nc1cccc(O)c1
98	100.6	11.2	Cc1ccccc1-c1nc(CN2CCC(C(=O)N3CCC(C(N)=O)CC3)CC2)c(C)o1
99	102.9	0.8	CCOC(=O)CSc1nnc2c(n1)C1(C)CCC2C1(C)C (stereo not drawn)
100	90.0	3.5	CN(C)c1ccccc1C(=O)c1ccccc1N(C)C

The list goes on.
entry	BAP1 inh	HePTP inhibitor	mol
101	.	-5.9	O=C(Nc1cccc([N+](=O)[O-])c1)c1ccc2c(c1)C(=O)N(N1C(=O)c3ccccc3C1=O)C2=O
102	.	-9.2	CCOC(=O)c1c(NC(C)=O)sc(C)c1-c1ccccc1
103	.	-2.3	COc1ccc(N(CC(=O)Nc2cccc(Br)c2)S(=O)(=O)c2ccc(C)cc2)c(OC)c1
104	.	-2.4	O=C(/C=C/Nc1cccc(O)c1)c1ccc(Br)cc1
105	.	3.7	Cc1cccc(OCC(=O)Nc2ccccc2C(F)(F)F)c1
106	.	6.0	CC1=CC(C)(C)Nc2ccc(OC(=O)CN3C(=O)c4ccccc4C3=O)cc21
107	725.5	0.0	CC(C)CCNc1nc2c(cc1C#N)COC(C)(C)C2
108	105.3	13.4	CCCCCCS(=O)[C@H]1CS(=O)(=O)C[C@@H]1S(=O)CCCCCC (stereo partly drawn)
109	.	-1.0	COc1ccc(N(CC(=O)NCc2ccco2)S(C)(=O)=O)cc1Cl
110	102.5	8.1	C1CCC(Nc2nnnn2C2CCCCC2)CC1
111	109.3	-5.7	Cc1scc(C(=O)N2CCN(S(C)(=O)=O)CC2)c1-c1ccccc1
112	.	-7.1	CC(Sc1ccc(Cl)cc1)C(=O)Nc1ccc(S(=O)(=O)N2CCOCC2)cc1 (stereo not drawn)
113	.	-2.6	CC1(C)Cc2c(sc3nc(NN)n(-c4ccccc4)c(=O)c23)CO1
114	99.5	7.3	CC(C)(C)NC(=O)Cn1nnnc1-c1nonc1N
115	.	5.7	CC(=O)CCc1oc2ccccc2c1-c1ccc(C)o1
116	.	1.5	NC(=O)c1ccc(C(=O)N(C2CCCCC2)C2CCCCC2)cc1
117	.	10.3	N#Cc1sc2nc(C3CC3)cc(-c3ccccc3)c2c1N
118	.	0.3	COc1cccc(OC)c1C(=O)Nc1cccc(C(=O)Nc2ccccc2C(=O)O)c1
119	89.1	14.6	CCCn1cc(SCC(N)=O)c2ccccc21
120	.	8.2	NCCCCNc1ccc([N+](=O)[O-])cc1
121	69.6	4.1	O=C(CCNC(=O)c1ccc(Br)o1)NC1CCCC1
122	128.4	-8.6	O=C(c1ccccc1)N1CCN(S(=O)(=O)N2CCCCC2)CC1
